Assay outcomes (PubChem)
TRHR enhancer: qHTS for Small Molecule Agonists and Allosteric Enhancers of Human TRH Receptor: Primary Screen for Enhancers; Thyrotropin-releasing hormone receptor (Homo sapiens), P34981; TRHR cells, fluo-8 calcium fluorescence, EC20 TRH enhancement; enhancement, % at 2 µM; actives 0.66% (n = 360,000); AID 493056, 2011; in the data active = enhancement above about 30%; note: 0% is about no effect
Target sequence (P34981 whole entry, looked up): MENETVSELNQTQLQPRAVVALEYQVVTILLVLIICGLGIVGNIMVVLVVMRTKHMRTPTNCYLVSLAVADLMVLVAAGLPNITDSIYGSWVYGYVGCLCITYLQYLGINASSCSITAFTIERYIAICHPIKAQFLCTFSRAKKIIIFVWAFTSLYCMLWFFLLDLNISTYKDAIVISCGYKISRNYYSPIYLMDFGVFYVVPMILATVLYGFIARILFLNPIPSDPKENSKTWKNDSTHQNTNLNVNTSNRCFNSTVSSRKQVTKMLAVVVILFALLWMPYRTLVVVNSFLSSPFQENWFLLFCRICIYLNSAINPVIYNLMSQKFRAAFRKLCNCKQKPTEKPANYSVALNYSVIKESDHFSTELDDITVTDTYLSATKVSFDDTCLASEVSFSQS
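Enhancer read-out: after compound pinning and an initial kinetic agonist-mode read, an EC20 of TRH (10 nM final) was injected and fluo-8 calcium signal (Ex 480/Em 530) followed at 1 s/cycle for 100 cycles in TRHR-expressing cells.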
TRHR agonist: qHTS for Small Molecule Agonists and Allosteric Enhancers of Human TRH Receptor: Primary Screen for Agonists | Thyrotropin-releasing hormone receptor (Homo sapiens), P34981 | actives 0.18% (n = 360,000) | TRHR cells, calcium flux fluo-8, FDSS agonist mode | activation, % at 2 µM; in the data active = activation above about 30%; note: 0% is about no effect
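In this calcium-flux screen, cells bearing human TRHR are dye-loaded with fluo-8, baselined for 10 cycles, then exposed to library compounds; positive kinetic calcium responses during the agonist phase mark hits, with TRH as control.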
D1 PAM: Potentiators of Human D1 Dopamine Receptor: qHTS; D(1A) dopamine receptor (Homo sapiens), P21728; HEK293 TREx D1 cells, calcium flux, dopamine EC20 potentiation; potentiation, % at 10 µM; actives 0.036% (n = 360,000); in the data active = potentiation above about 30%; note: 0% is about no effect
D2 PAM: HTS Assay for Positive Allosteric Modulators of the Human D2 Dopamine Receptor: Primary Screen for Potentiators; D(2) dopamine receptor (Homo sapiens), P14416; HEK293 T-REx D2, calcium flux, EC20 dopamine potentiation; potentiation, % at 10 µM; actives 0.34% (n = 340,000);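 active = potentiation over 3 SD above the plate norm, cut at about 30% in these data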; note: 0% is about no effect
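Using a no-wash calcium dye in inducible, force-coupled HEK293 Trex cells expressing D2, we tracked fluorescence each second for 180 s after compound, then for 180 s after EC20 dopamine to detect augmented signalling.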
RXFP1 agonist: qHTS Assay for Agonists of the Relaxin Receptor RXFP1 | Relaxin receptor 1 (Homo sapiens), Q9HBX9 | HEK293T-RXFP1 cAMP TR-FRET, 30 min; response scale: percent of porcine relaxin response, buffer zero | Potency, µM (series often up to 57.5 µM), for inactives: at the top dose activation, actives largely listed as activators | actives 0.3% (n = 370,000) | AID 2676, 2010; note: potency is the fitted concentration of half-maximal effect; % is set by controls: 0 for no effect and ±100 for the full control effect; nearly all actives have a fitted effect of over 60% in size; many of its hits are not listed in these tables
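Agonist response is measured as cAMP accumulation in an RXFP1-transfected HEK293T line under PDE4 inhibition. Values are scaled between buffer-only and 29 nM porcine relaxin, and EC50s come from standard Hill equation fits.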
D1 ag: Allosteric Agonists of the Human D1 Dopamine Receptor: qHTS; actives 1% (n = 360,000); activation, % at 2 µM; HEK293 T-REx D1 cells, calcium flux, agonist mode; in the data active = activation above about 30%; note: 0% is about no effect
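Agonism was scored from calcium flux recorded over 180 s (1 read/s) after pintool compound addition, following a 10-cycle baseline. Cells were inducible force-coupled HEK293 TREx D1, plated overnight at 30 C and loaded with no-wash calcium dye.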
Anesthetic bind: qHTS Assay for Identification of Novel General Anesthetics. Potency, µM (series often up to 77.5 µM), for inactives: at the highest dose activity change, negative = displacement, usual class: inhibitors. apoferritin/1-aminoanthracene competitive binding, fluorescence. actives 0.074% (n = 350,000); note: potency is the fitted concentration of half-maximal effect; % is set by controls: 0 for no effect and ±100 for the full control effect; nearly all actives have a fitted effect of over 20% in size
Target sequence (P02791 2-175 limits assumed): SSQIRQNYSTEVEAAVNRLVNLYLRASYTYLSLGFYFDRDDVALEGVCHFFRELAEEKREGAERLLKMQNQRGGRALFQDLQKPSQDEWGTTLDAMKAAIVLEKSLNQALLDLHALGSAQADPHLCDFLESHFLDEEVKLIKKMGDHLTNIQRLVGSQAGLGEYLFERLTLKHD
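Steps: apoferritin (10 uM) was premixed with half-saturated 1-AMA in PBS, compounds were pin-transferred, plates stood 10 min at room temperature, fluorescence was read at 380/535 nm, and curves were fitted with a Hill equation.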
RXFP1 antag: qHTS Assay for Antagonists of the Relaxin Receptor RXFP1. activity change, negative = inhibition, % at 57.5 µM. actives 0.59% (n = 350,000). AID 1259400, 2018. HEK293-RXFP1, relaxin-stimulated cAMP HTRF, 30 min; active compounds read low;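 active = activity change of -60% or lower, but not beyond a set lower limit; inconclusive = change between -60% and -40%, or beyond the set limit; inactive = change above -40%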; note: % is set by controls: 0 for no effect and ±100 for the full control effect
D1 antag: Antagonist of Human D 1 Dopamine Receptor: qHTS; D(1A) dopamine receptor (Homo sapiens), P21728; actives 3.2% (n = 360,000); HEK293 TREx D1 cells, calcium flux, dopamine EC80; active compounds read low; AID 504652, 2011; activity change, negative = inhibition, % at 10 µM; in the data active = activity change below about -30%; note: % is set by controls: 0 for no effect and ±100 for the full control effect
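After overnight tetracycline induction at 30 C, force-coupled D1 HEK293 cells took up a no-wash calcium dye at room temperature. Compounds were added and monitored 180 s, and the response to EC80 dopamine was then recorded.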
Active calls of the source: *; ? = inconclusive; · = not tested or not shown; [ ] = remark or other dose. Unless noted, calls come from the whole dose curve; as a rule, active = well fitted curve in the direction sought with a large enough effect; inconclusive = small, poorly fitted or top-dose-only effect, or another doubt; inactive = no such curve, though single readings can be large; an effect the other way counts as inactive or inconclusive. The list is partial. The share of hits here may be higher or lower than overall.

SMILES	TRHR enhancer	TRHR agonist	D1 PAM	D2 PAM	RXFP1 agonist	D1 ag	Anesthetic bind	RXFP1 antag	D1 antag
COc1ccc(Br)c(C(=O)OCc2cc(=O)oc3cc(C)ccc23)c1	-1	0.2	-3	0	18%	1	-5%	-2	1
CCn1c(SCC(=O)O)nnc1C1CCCCC1	1	0.2	-5	-9	1.7%	0	-2%	10	-10
CCN(CC)C(=O)Cn1cc(SCC(=O)NCc2ccco2)c2ccccc21	3	-0.1	-1	-8	-0.1%	3	-8%	0	19
O=C(CSc1n[nH]c(-c2cccnc2)n1)Nc1ccc(Br)cc1	12	0.2	-3	-6	0.1%	-2	-4%	-22	12
COc1ccc(-c2nnc3ccc(SC(C(C)=O)C(C)=O)nn23)cc1OC	18	-0.9	0	1	8.8%	2	-8%	-15	5
CCOc1ccc(CNC(=O)c2ccccc2NC(=O)C2=CSCCO2)cc1	4	-0.3	2	12	-2.5%	1	-7%	-1	24
CCCCc1cc(O)c(CCCC)c(O)c1	-23	18	-11	-6	0.1%	102*	?	-31	-8
COc1ccc(-n2nc3c(c2NC(=O)c2ccc(S(=O)(=O)N4CCOCC4)cc2)CS(=O)C3)cc1 (stereo unspecified)	2	0.5	0	-3	2.5%	1	-9%	4	-6
CNc1ccccc1C(=O)OC(C)C(=O)Nc1ccc(S(=O)(=O)N2CCCC2)cc1 (stereo unspecified)	-6	-0.1	2	2	4.5%	9	337%[activator]	-15	13
Cc1ccc(CS(=O)(=O)CCC(=O)O)cc1	2	-1.8	3	15	-1.0%	2	2%	6	5
O=C1C2CCCN2C(=O)N1CCCN1CCN(c2cccc(Br)c2)CC1 (stereo unspecified)	-1	-2.0	-16	18	1.5%	10	-2%	-3	-27
CC(C)C(NS(=O)(=O)c1cccs1)C(=O)NCCN1CCN(c2ccccc2)CC1 (stereo unspecified)	-6	-0.3	-6	10	0.9%	3	-14%	0	-2
CCc1nc2ccc(C)cc2c(C(=O)Oc2cccc3cccnc23)c1C	14	-1.3	-2	1	-1.1%	5	-12%	-8	4
CCOC(=O)c1ccc(-n2c(CCC(=O)O)ccc2-c2cccs2)cc1	-6	0.4	7	·	0.8%	-2	-3%	-29	3
Cc1ccc(CNC(=O)C(C)OC(=O)c2cccs2)cc1 (stereo unspecified)	2	-0.8	-1	4	2.9%	-1	-8%	-11	-12

SMILES	TRHR enhancer	TRHR agonist	D1 PAM	D2 PAM	RXFP1 agonist	D1 ag	Anesthetic bind	RXFP1 antag	D1 antag
O=C(COc1ccc(Br)cc1)Nc1nnc(-c2cccnc2)s1	-2	0.2	-7	-12	-1.4%	8	8%	15	3
Cc1ccc2c(c1)c1c(c(=O)n(-c3ccccc3)c(=O)n1CC(=O)NCCC1=CCCCC1)n2C	0	-0.1	0	-5	4.6%	-2	5%	·	10
CCOC(=O)c1cccc(-n2c(C)nc3ccccc3c2=O)c1	4	0.0	1	5	0.2%	1	-11%	2	-1
CCN(CC)c1ccc(NC(=O)CN2CCN(S(=O)(=O)c3ccc(C(C)C)cc3)CC2)cc1	-5	0.7	0	-3	2.0%	2	-4%	-12	-6
COc1ccc(CNC(=O)C2CCC(CNS(=O)(=O)c3cccc4nsnc34)CC2)cc1 (stereo unspecified)	0	-0.3	-4	6	1.1%	3	-4%	·	-46*
CN=c1scc(C)n1/N=C/c1ccc2c(c1)OCO2	1	-0.4	6	-1	1.7%	1	-14%	-10	-11
COc1ccc(-c2csc(NC3OC(=O)c4c3ccc(OC)c4OC)n2)cc1OC (stereo unspecified)	2	-0.4	5	-10	-1.0%	0	5%	-38	-1
O=C(NCCc1cn2ccccc2n1)c1ccc(Br)o1	-9	-1.4	-14	8	-0.3%	2	6%	8	-5
O=C(Nc1ccc(SC(F)F)cc1)c1ccc2c(=O)n3c(nc2c1)CCC3	-2	20	-5	-2	0.8%	5	·	-6	-24
CC(OC(=O)CCc1nc2ccccc2[nH]c1=O)C(=O)c1ccccc1 (stereo unspecified)	3	0.2	-5	0	0.6%	3	-22%	0	-16
CC(C)(C)c1cc(C(=O)N/N=C/c2ccncc2)n[nH]1	-8	1.6	-7	-5	1.6%	-1	-5%	-2	-7
Cc1ccc(OCc2ccc(C(=O)Nc3nccs3)o2)cc1	4	-0.1	-5	10	8.5%	2	-22%	-5	-3
CC(C)c1nnc(SCC(=O)N2CCOCC2)n1C	6	0.5	8	-2	0.8%	5	0%	7	-10
Cc1ccc(Cl)cc1NC(=O)c1cccc(NC(=O)N2CCSc3ncccc32)c1	2	0.6	-2	-9	0.8%	9	-9%	-18	-14
O=c1oc2ccccc2c(NC2CCCCC2)c1NS(=O)(=O)c1ccc(Cl)cc1	6	-0.3	3	10	0.2%	4	-20%	10	6

10 consecutive records already listed, quoted:
SMILES	TRHR enhancer	TRHR agonist	D1 PAM	D2 PAM	RXFP1 agonist	D1 ag	Anesthetic bind	RXFP1 antag	D1 antag
CN=c1scc(C)n1/N=C/c1ccc2c(c1)OCO2	1	-0.4	6	-1	1.7%	1	-14%	-10	-11
COc1ccc(-c2csc(NC3OC(=O)c4c3ccc(OC)c4OC)n2)cc1OC (stereo unspecified)	2	-0.4	5	-10	-1.0%	0	5%	-38	-1
O=C(NCCc1cn2ccccc2n1)c1ccc(Br)o1	-9	-1.4	-14	8	-0.3%	2	6%	8	-5
O=C(Nc1ccc(SC(F)F)cc1)c1ccc2c(=O)n3c(nc2c1)CCC3	-2	20	-5	-2	0.8%	5	·	-6	-24
CC(OC(=O)CCc1nc2ccccc2[nH]c1=O)C(=O)c1ccccc1 (stereo unspecified)	3	0.2	-5	0	0.6%	3	-22%	0	-16
CC(C)(C)c1cc(C(=O)N/N=C/c2ccncc2)n[nH]1	-8	1.6	-7	-5	1.6%	-1	-5%	-2	-7
Cc1ccc(OCc2ccc(C(=O)Nc3nccs3)o2)cc1	4	-0.1	-5	10	8.5%	2	-22%	-5	-3
CC(C)c1nnc(SCC(=O)N2CCOCC2)n1C	6	0.5	8	-2	0.8%	5	0%	7	-10
Cc1ccc(Cl)cc1NC(=O)c1cccc(NC(=O)N2CCSc3ncccc32)c1	2	0.6	-2	-9	0.8%	9	-9%	-18	-14
O=c1oc2ccccc2c(NC2CCCCC2)c1NS(=O)(=O)c1ccc(Cl)cc1	6	-0.3	3	10	0.2%	4	-20%	10	6

Other structures follow.
SMILES	TRHR enhancer	TRHR agonist	D1 PAM	D2 PAM	RXFP1 agonist	D1 ag	Anesthetic bind	RXFP1 antag	D1 antag
O=C(NCC(=O)N(CC1CCCO1)C(C(=O)NC1CCCCC1)c1cccnc1)c1cccs1 (stereo unspecified)	4	0.2	-3	7	0.0%	4	-14%	0	0
COc1ccc(/C=C\C(=O)c2c(O)ccc3c(C)cc(=O)oc23)cc1	-9	0.4	-4	17	3.7%	1	?	5	-10
O=C1CCC(C(=O)N2CCCC(N3CCN(c4cccc(C(F)(F)F)c4)CC3)C2)=NN1 (stereo unspecified)	1	0.0	4	·	0.3%	-1	-16%	-7	-1
COC(=O)C1=C(C)NC(C)=C(C(=O)OCC2CCCO2)C1c1cccc(Cl)c1 (stereo unspecified)	12	1.9	0	4	-0.2%	0	-3%	-21	6
COc1ccc(N2CCN(C(=O)c3ccc(CS(=O)Cc4ccc(Cl)cc4)o3)CC2)cc1 (stereo unspecified)	10	-0.7	-11	7	-0.2%	7	-11%	-16	-14
O=S(=O)(c1cnc(Cl)c(Br)c1)N1CCc2ccccc21	-6	0.2	0	0	-3.6%	8	10%	0	-4
O=C(Nc1ccc(Cl)cn1)c1cccc2ccccc12	-3	0.2	1	-5	-0.1%	0	-9%	-5	1
CC(C)CNC(=S)NNC(=O)c1ccco1	5	-0.4	-3	-1	-0.7%	0	1%	5	-3
Brc1ccc(-n2nc(-c3ccccc3)c3cnc4cc5c(cc4c32)OCO5)cc1	15	-1.1	-4	2	-0.3%	0	-3%	·	-1
CCc1nn(CC(=O)NCCCN(Cc2ccccc2)C(C)C)c(=O)c2cc3sccc3n12	-4	0.0	0	-21	1.0%	0	-15%	-2	-5
CC(=O)c1ccc(OCc2cc(C(=O)NCC3CCCCO3)no2)cc1 (stereo unspecified)	3	-0.7	-2	6	0.8%	15	?	-4	-22
CCOC(=O)CSc1nc2sc3c(c2c(=O)n1Cc1ccccc1)CC(C)CC3 (stereo unspecified)	-5	-0.1	-1	1	2.1%	0	-8%	-2	10
